# High-throughput results from PubChem.
# RmlC RmlD mix = RmlC and RmlD coupled enzyme inhibitors, primary screen, biochemical, 384-well, compound mixtures, retest; RmlC/RmlD coupled enzyme inhibition, 384-well mixture HTS; inhibition, % at 5.5 µM; 110,000 tested, 0.39% active; AID 1532, 2009; in the data active = inhibition above about 30%, passing the limit was not always enough; also: strong numbers were not always called active
# HIV RNase H inh = HIV-1 RT RNase H inhibitors, primary screen, biochemical, fluorescence. Gag-Pol polyprotein (Human immunodeficiency virus type 1 group M subtype B (isolate …. RT-RNase H RNA/DNA duplex cleavage. inhibition, % at 10 µM. 65,000 tested, 1.9% active. AID 565, 2006; in the data active = inhibition above about 50%
# Starred values were filed as active, the others as inactive; / = not tested or not shown. Only part of the results is shown; the hit share may differ from the screen's.
molecule	RmlC RmlD mix	HIV RNase H inh
NC(=O)CN1C(=O)C(O)(CC(=O)c2ccccc2O)c2ccccc21 (stereo not given)	-5	-10
CCCC1O[C@@H]2CC3C4CCC5=CC(=O)C=C[C@]5(C)C4C(OC(C)=O)C[C@]3(C)[C@]2(C(=O)COC(C)=O)O1 (stereo not given in full)	8	/
CCC(=O)Nc1nn(C)c2nc3c(C)cccc3cc12	-3	1
O=C(O)C1=C[C@@H](C2CC2)C[C@@H](OCCCCO)O1	-1	/
Cc1noc(C)c1CSc1nnc2n(-c3ccccc3)c(=O)c3ccccc3n12	/	-5
O=C1CCCC2=C1C(c1ccc(OS(=O)(=O)c3ccc(Cl)cc3)cc1)C1=C(CCCC1=O)O2	6	/
Cc1ccc(CC(=O)NCCCc2ccccc2)cc1	-14	/
CCC(=O)Nc1cccc(C2=NOC3(C2)C[C@@H](C(N)=O)N(C(=O)COc2ccc(Cl)cc2)C3)c1 (stereo not given in full)	5	/
O=C(NCc1ccccc1)c1ccccc1OCC(=O)N1CCCCC1	7	/
CC1(C)N=C(/C=N/O)C=[N+]1[O-]	-15	-5
c1ccc(-c2cnc(-c3ccccc3)nc2)cc1	-10	/
CCOc1cccc(/C(O)=C2/C(=O)C(=O)N(CCN3CCOCC3)C2c2cccnc2)c1 (stereo not given)	-11	-3
Cc1noc(C)c1S(=O)(=O)N1CCC(C(=O)N2CCC(N3CCCCC3)CC2)CC1	/	-5
O=S(=O)(Nc1ccncc1)c1ccccc1	-18	8
CCCCOc1ccc(CNn2c(C)nc3ccccc3c2=O)cc1	-9	-5
COc1ccc(NC(=O)CCN2CCCCCC2)c(OC)c1	-11	-69
CC(=O)c1c(C)[nH]c(C(=O)Nc2ccc(C)cn2)c1C	12	-8
Nc1cc(N)nc(SCC(=O)NCC2CCCO2)n1 (stereo not given)	-6	-4
CCOC(=O)N1CCN(c2ccc(F)cc2[N+](=O)[O-])CC1	-15	/
Cc1cccc(NC(=O)Cn2nnc(-c3cccs3)n2)c1C	-14	-5
Cc1ccc(/C=N\NC(=O)C2COc3cc4ccccc4cc3O2)o1 (stereo not given)	-7	/
COc1ccc(Cn2c(N)c(C(=O)NCc3ccco3)c3nc4ccccc4nc32)cc1OC	/	-13
COc1ccc(-n2c(=O)cc(N3CCc4ccccc43)[nH]c2=O)cc1	-10	7
Cc1cc(C(=O)OCC(=O)N2CCc3ccccc32)c(C)o1	4	-82
CCCC(=O)Nc1nc(C)c(-c2csc(Nc3cc(OC)ccc3OC)n2)s1	-15	/
O=C(Nc1scc(-c2cccs2)c1C(=O)O)c1cccs1	-10	-10
CCOC(=O)Nc1ccc(NS(=O)(=O)c2ccc(C)cc2)cc1	-6	-3
CN(C)S(=O)(=O)Oc1ccsc1C(=O)Nc1ccccc1Cl	13	/
COCCCn1c(SCC(=O)Nc2cccc(C(=O)OC)c2)nnc1-c1ccncc1	-4	-22
C=CCNC(=O)c1csc(-c2ccccc2)n1	11	/
COc1ccc(C(=S)N2CCOCC2)cc1OC(=O)c1cc([N+](=O)[O-])c(C)c([N+](=O)[O-])c1	9	/
COc1cccc(NC(=O)CSc2nc3c(c(=O)n2C)SC(C)C3)c1 (stereo not given)	-7	-33
COc1ccc(NC(=O)COC(=O)c2c3c(nc4ccccc24)CCCC3)cc1Cl	-11	/
CC(C)(C)c1cc(C(=O)N/N=C/c2ccc(F)cc2)n(-c2ccccc2)n1	5	/
COc1ccccc1OCC(=O)Nc1nnc(-c2ccco2)s1	0	22
O=C(NC1(C(F)(F)F)Oc2ccccc2O1)N1CCCC1	8	34
O=[N+]([O-])c1ccc(N2CCCC2)cc1NC(c1ccccc1)c1ccccc1	-9	/
CN1CCCCCC1=Nc1ccccc1C#N	-8	-8
CCN(CC)CCN=Cc1c(O)n(CCc2ccccc2)c(=O)[nH]c1=O	0	2
CCOC(=O)C(O)(NC(=O)c1cccnc1)C(F)(F)F (stereo not given)	1	-13

# Full records, looked up by structure. Screens in order: RmlC RmlD mix	HIV RNase H inh
# CCOC(=O)C(O)(NC(=O)c1cccnc1)C(F)(F)F (stereo not given) is entered as 1	-13
# CC(=O)c1c(C)[nH]c(C(=O)Nc2ccc(C)cn2)c1C is entered as 12	-8
# CCCC(=O)Nc1nc(C)c(-c2csc(Nc3cc(OC)ccc3OC)n2)s1 is entered as -15	/

# (listing goes on)
molecule	RmlC RmlD mix	HIV RNase H inh
CCC(C)(C)NC(=O)c1ccc2c(c1)N(CC(=O)OC)C(=O)C(C)(C)O2	10	-2
CC1(C)Oc2ccc3ccc(=O)oc3c2C(N2CCCCC2)C1O (stereo not given)	7	3
COc1ccc(NC2c3ccccc3C(=O)N2Cc2ccco2)cc1OC (stereo not given)	-5	-11
CCCCCNc1nc2ccccc2nc1NS(=O)(=O)c1cccs1	2	/
O=C(OCc1ccc(Cl)c(Cl)c1)c1ccccn1	-6	/
COCCCNC(=O)C1CCN(C(=O)Nc2ccc(Cl)cc2)CC1	10	3
COc1ccc(/C=N/NC(=O)c2nc(-c3ccccc3)cc(-c3ccccc3)n2)cc1OC	-13	/
C=CCN(CC=C)CC(=O)Nc1ccc(S(N)(=O)=O)cc1	7	/
CN1CCN(c2cc(N3CCCC3)c([N+](=O)[O-])cc2F)CC1	-2	/
Cc1ccc(N(CC(=O)NCc2cccs2)S(=O)(=O)c2cccs2)cc1	2	-20
CC(=O)c1cccc(NC(=S)NC(=O)C(C)C)c1	-14	/
O=C(CCCOc1ccccc1)Nc1ccc(Br)cc1	-9	/
Cc1ccc(/C=N/n2cnnc2)s1	-53	/
Cc1nn(CCC#N)c(NC(=O)c2ccc(Cl)cc2Cl)c1P(=O)(Nc1ccc([N+](=O)[O-])cc1)N1CCOCC1 (stereo not given)	-5	/
Cc1nn(C)c(C)c1-c1c(C#N)c(N)nc2c1CCCCCC2	3	/
O=C(Nc1ccc(F)cc1)c1cccnc1N1CCOCC1	20	-11

# No new results follow: entries from further up.
molecule	RmlC RmlD mix	HIV RNase H inh
NC(=O)CN1C(=O)C(O)(CC(=O)c2ccccc2O)c2ccccc21 (stereo not given)	-5	-10
CCCC1O[C@@H]2CC3C4CCC5=CC(=O)C=C[C@]5(C)C4C(OC(C)=O)C[C@]3(C)[C@]2(C(=O)COC(C)=O)O1 (stereo not given in full)	8	/
CCC(=O)Nc1nn(C)c2nc3c(C)cccc3cc12	-3	1
O=C(O)C1=C[C@@H](C2CC2)C[C@@H](OCCCCO)O1	-1	/
Cc1noc(C)c1CSc1nnc2n(-c3ccccc3)c(=O)c3ccccc3n12	/	-5
O=C1CCCC2=C1C(c1ccc(OS(=O)(=O)c3ccc(Cl)cc3)cc1)C1=C(CCCC1=O)O2	6	/
Cc1ccc(CC(=O)NCCCc2ccccc2)cc1	-14	/
CCC(=O)Nc1cccc(C2=NOC3(C2)C[C@@H](C(N)=O)N(C(=O)COc2ccc(Cl)cc2)C3)c1 (stereo not given in full)	5	/
O=C(NCc1ccccc1)c1ccccc1OCC(=O)N1CCCCC1	7	/
CC1(C)N=C(/C=N/O)C=[N+]1[O-]	-15	-5
c1ccc(-c2cnc(-c3ccccc3)nc2)cc1	-10	/
CCOc1cccc(/C(O)=C2/C(=O)C(=O)N(CCN3CCOCC3)C2c2cccnc2)c1 (stereo not given)	-11	-3
Cc1noc(C)c1S(=O)(=O)N1CCC(C(=O)N2CCC(N3CCCCC3)CC2)CC1	/	-5
O=S(=O)(Nc1ccncc1)c1ccccc1	-18	8
CCCCOc1ccc(CNn2c(C)nc3ccccc3c2=O)cc1	-9	-5
COc1ccc(NC(=O)CCN2CCCCCC2)c(OC)c1	-11	-69
CC(=O)c1c(C)[nH]c(C(=O)Nc2ccc(C)cn2)c1C	12	-8
Nc1cc(N)nc(SCC(=O)NCC2CCCO2)n1 (stereo not given)	-6	-4
CCOC(=O)N1CCN(c2ccc(F)cc2[N+](=O)[O-])CC1	-15	/
Cc1cccc(NC(=O)Cn2nnc(-c3cccs3)n2)c1C	-14	-5
Cc1ccc(/C=N\NC(=O)C2COc3cc4ccccc4cc3O2)o1 (stereo not given)	-7	/
COc1ccc(Cn2c(N)c(C(=O)NCc3ccco3)c3nc4ccccc4nc32)cc1OC	/	-13
COc1ccc(-n2c(=O)cc(N3CCc4ccccc43)[nH]c2=O)cc1	-10	7
Cc1cc(C(=O)OCC(=O)N2CCc3ccccc32)c(C)o1	4	-82
CCCC(=O)Nc1nc(C)c(-c2csc(Nc3cc(OC)ccc3OC)n2)s1	-15	/
O=C(Nc1scc(-c2cccs2)c1C(=O)O)c1cccs1	-10	-10

# Next part.
molecule	RmlC RmlD mix	HIV RNase H inh
Cn1c(=NC(=O)CSCC(=O)N2CCCC2)sc2ccccc21	9	-15
COc1cccc(C2N(c3ccccn3)C(=O)C3CCCN32)c1OC (stereo not given)	-9	-26
O=C(CN(Cc1ccccc1)C(=O)CCC(=O)Nc1nccs1)NCc1ccco1	1	-15
O=C(C1CC1)N1CCC(C(O)(c2ccccc2)c2ccccc2)CC1	7	/
CC#CCN1c2ccccc2[C@]23C[C@@H](C(=O)OC)N(C(C)=O)C2=NC(C(=O)OC)=C(C(=O)OC)[C@H]13	19	/
O=C(Nc1ccccc1)N(CCc1ccncc1)C1CCCCC1	15	3
CC(C)Sc1nc2c(c(=O)[nH]c(=O)n2C)n1CCc1ccccc1	6	0
O=C(CSc1nnc(Cc2ccccc2)n1Cc1ccco1)NC1CCCC1	-3	0
O=P(c1ccccc1)(c1ccccc1)C1CCCO1 (stereo not given)	-8	1
Cc1c2cnn(CC(=O)O)c(=O)c2c(C)n1Cc1ccccc1	1	/
Cc1ccc(-c2cc(C(=O)N3CCOCC3)c3ccccc3n2)cc1	5	5
Cc1c(/N=C/c2ccco2)n(Cc2ccccc2)c2ccccc12	10	-9
CCCC(=O)NCCCc1nc2ccccc2n1C(C)C	-1	-9
CN(Cc1ccccc1)C(=O)CN(c1ccc(F)cc1)S(=O)(=O)c1ccc2c(c1)OCCO2	16	/
Cc1ccc(C)c(NC(=O)CSc2nnc(CCCCCNC(=O)OC(C)(C)C)o2)c1	9	-4
O=C(Nc1ccccc1Cl)N1CCN(c2ccc3nnc(-c4ccccc4)n3n2)CC1	5	-38
Cc1ccc(CN2C(=O)CCC2C(=O)N2CCN(c3ccc(F)cc3)CC2)cc1 (stereo not given)	20	1
COc1ccc(Cl)cc1NC(=O)CN1C(=O)CSC1=O	8	-6
Cc1ccccc1OC(=O)CCC(=O)OCCCC(F)(F)C(F)(F)F	-22	-13
O=C(NCc1ccccc1)C(c1ccccc1)N(Cc1ccc2c(c1)OCO2)C(=O)Cc1cccs1 (stereo not given)	3	/
C[C@H](NC(=O)Nc1cccc(C(F)(F)F)c1)C(=O)O	9	0
COc1ccc(C(CC(=O)N2CCOCC2)c2c(OC)cc(OC)c3c(-c4ccccc4)cc(=O)oc23)cc1 (stereo not given)	1	/
CCOC(=O)N1CCN(C(=O)CSc2nnc(COc3ccccc3)o2)CC1	-10	-8
COc1ccc(Cl)cc1NC(=O)c1oc(C)nc1C	4	13
CCOC(=O)C1CCCN(CC(O)COc2ccccc2C(C)=O)C1 (stereo not given)	4	/
CCC(Sc1ccc2nnc(-c3ccc(F)cc3)n2n1)C(=O)OC (stereo not given)	1	36
Cc1[nH]n(-c2ccccc2)c(=O)c1C(C[N+](=O)[O-])c1ccc(Br)cc1 (stereo not given)	-15	/
C(=N\n1cnnc1)/c1cn(-c2cccs2)nc1-c1ccccc1	9	-49
OCCN(Cc1ccccc1)Cc1cccc(C(F)(F)F)c1	-5	-15
Cc1ccc(C(=O)C2CCN(CC(=O)NC3CCCCC3)CC2)cc1	-9	-6
CCCCP(=O)(CCCC)Cc1ccccc1O	8	-1
CC1CN=C(N(C(=O)Nc2ccccc2)c2ccc(F)cc2)S1 (stereo not given)	3	/
CC(=O)c1ccc(OCCCC(=O)OCc2nnc(-c3ccc(Cl)cc3)o2)cc1	5	-11
Cc1sc2c(c1C)CN(C1CC(C)(C)NC(C)(C)C1)CN2C(=O)c1ccco1	/	-2
O=C(N/N=C/c1ccccc1Cl)c1ccc(F)cc1	-5	/
CCc1c(-c2ccccc2)nc2nc(C)c(C)nn12	12	-4
Cc1[nH]c2ccccc2c1CCN(Cc1cccs1)C(=S)Nc1ccccc1	-8	/
CCC(C)C(NC(=O)C1CCC(C)CC1)C(=O)NC(CCSC)C(=O)OC (stereo not given)	-2	/
CC1CCCCN1CCNS(=O)(=O)c1ccc2c(c1)oc(=O)n2C (stereo not given)	8	-4
C#CC[N+]1(CC#Cc2ccccc2)CCOCC1	-7	/
